# TcdB GH inh = TcdB glycohydrolase inhibition; 350,000 tested, 0.24% active; AID 652162; inhibition, % at 9.99 µM; P18177; TcdB glycohydrolase enzymatic assay, plate reader; in the data active = inhibition above about 10%
# Target sequence (P18177 whole entry, looked up): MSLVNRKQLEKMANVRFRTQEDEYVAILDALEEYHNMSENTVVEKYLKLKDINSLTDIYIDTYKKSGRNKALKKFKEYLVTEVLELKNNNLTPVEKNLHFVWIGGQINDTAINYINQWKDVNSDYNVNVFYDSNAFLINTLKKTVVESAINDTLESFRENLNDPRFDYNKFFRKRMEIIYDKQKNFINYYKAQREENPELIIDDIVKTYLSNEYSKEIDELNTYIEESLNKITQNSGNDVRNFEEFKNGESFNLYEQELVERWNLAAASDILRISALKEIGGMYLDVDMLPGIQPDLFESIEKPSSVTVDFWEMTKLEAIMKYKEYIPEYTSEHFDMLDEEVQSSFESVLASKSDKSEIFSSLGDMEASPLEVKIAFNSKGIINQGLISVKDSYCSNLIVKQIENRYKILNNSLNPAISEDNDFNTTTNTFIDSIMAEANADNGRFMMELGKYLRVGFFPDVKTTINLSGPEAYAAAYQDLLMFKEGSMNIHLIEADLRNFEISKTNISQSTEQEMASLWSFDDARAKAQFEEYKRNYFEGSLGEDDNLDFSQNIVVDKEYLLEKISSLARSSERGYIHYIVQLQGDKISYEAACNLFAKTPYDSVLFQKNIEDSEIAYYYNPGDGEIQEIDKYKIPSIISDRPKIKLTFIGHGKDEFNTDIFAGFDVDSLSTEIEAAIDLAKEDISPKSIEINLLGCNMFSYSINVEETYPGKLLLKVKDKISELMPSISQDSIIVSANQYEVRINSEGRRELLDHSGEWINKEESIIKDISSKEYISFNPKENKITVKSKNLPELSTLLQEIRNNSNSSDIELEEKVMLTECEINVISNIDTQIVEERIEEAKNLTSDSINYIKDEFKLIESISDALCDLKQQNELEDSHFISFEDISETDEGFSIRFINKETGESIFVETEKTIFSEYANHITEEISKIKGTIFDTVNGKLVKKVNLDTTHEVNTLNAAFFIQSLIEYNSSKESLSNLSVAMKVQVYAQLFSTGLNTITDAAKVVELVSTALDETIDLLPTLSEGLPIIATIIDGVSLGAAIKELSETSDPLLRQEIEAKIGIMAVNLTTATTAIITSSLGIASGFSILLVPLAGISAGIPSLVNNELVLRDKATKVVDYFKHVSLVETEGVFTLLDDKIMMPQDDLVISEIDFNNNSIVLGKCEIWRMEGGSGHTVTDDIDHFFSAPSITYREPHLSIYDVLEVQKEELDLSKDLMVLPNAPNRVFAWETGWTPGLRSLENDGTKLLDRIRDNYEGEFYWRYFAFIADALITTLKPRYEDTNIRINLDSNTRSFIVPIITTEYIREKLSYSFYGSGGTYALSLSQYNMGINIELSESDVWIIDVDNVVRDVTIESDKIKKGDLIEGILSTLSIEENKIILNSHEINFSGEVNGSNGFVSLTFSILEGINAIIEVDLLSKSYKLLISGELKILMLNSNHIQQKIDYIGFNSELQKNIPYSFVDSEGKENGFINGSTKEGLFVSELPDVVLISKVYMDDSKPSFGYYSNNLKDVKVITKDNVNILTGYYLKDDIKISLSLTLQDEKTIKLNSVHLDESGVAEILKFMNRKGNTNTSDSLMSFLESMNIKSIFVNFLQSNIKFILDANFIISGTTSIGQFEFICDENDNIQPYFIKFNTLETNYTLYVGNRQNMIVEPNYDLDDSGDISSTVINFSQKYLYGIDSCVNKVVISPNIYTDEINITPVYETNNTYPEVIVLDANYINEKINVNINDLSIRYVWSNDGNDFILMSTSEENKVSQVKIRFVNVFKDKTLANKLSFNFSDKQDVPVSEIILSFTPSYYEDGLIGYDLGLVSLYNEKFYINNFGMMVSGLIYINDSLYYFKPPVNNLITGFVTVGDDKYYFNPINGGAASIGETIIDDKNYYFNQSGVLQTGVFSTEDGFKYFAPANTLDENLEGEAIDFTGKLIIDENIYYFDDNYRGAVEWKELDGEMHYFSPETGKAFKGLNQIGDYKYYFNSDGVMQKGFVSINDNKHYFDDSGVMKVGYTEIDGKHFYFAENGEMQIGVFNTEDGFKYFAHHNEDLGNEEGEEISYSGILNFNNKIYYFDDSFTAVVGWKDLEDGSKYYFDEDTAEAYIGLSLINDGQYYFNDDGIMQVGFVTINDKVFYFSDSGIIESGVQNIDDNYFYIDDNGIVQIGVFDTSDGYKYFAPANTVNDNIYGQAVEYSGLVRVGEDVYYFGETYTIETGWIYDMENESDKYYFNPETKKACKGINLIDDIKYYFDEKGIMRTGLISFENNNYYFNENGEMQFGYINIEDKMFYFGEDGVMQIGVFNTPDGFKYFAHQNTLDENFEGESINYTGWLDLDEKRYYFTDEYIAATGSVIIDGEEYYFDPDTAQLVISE
# DUSP3 inh = inhibitors of human VHR1 phosphatase (DUSP3). recombinant VHR phosphatase, pNPP absorbance. P51452. inhibition, % at 13.3 µM. AID 1654. 290,000 tested, 0.52% active; in the data active = inhibition above about 50%; note: some compounds called inactive have numbers as strong as hits
# SSB-PriA inh = blocks PriA binding to SSB C-terminal tail | AlphaScreen SSBct-PriA binding, biotinylated peptide | inhibition, % at 33 µM | 430,000 tested, 0.6% active; in the data active = inhibition mostly above about 37%, no sharp cut-off; inactive = mostly below about 20%;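 note: plate controls were negative control peptide for no effect and reference peptide for full effect; strong numbers were not always called active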
# Vc quorum ag = induces V. cholerae light production without autoinducers; V. cholerae BH1578 lux reporter, luminescence, 6 h; activation, % at 18.7 µM; 350,000 tested, 0.16% active; in the data active = activation mostly above about 9.7%, no sharp cut-off; note: not every result past the cut was called active; inactives centre near 0; reference of the scale not given here
# MazF activator = activators of E. coli MazEF toxin-antitoxin RNase. AID 504720. FAM/BHQ RNA-DNA oligo cleavage fluorescence, 5 h. activation, % at 20 µM. 350,000 tested, 0.32% active. P0AE70; in the data active = activation above about 50%
# SARS 3CLpro inh = SARS-CoV 3CLpro protease inhibition | P0C6X7 | recombinant SARS-CoV 3CLpro, quenched FRET peptide cleavage | inhibition, % at 6 µM | 290,000 tested, 0.14% active; in the data active = inhibition above about 12%
# Y pestis TopoI = Y. pestis Topo-I inhibition via cleavage products; 360,000 tested, 0.064% active; Y. pestis Topo-I cleavage product accumulation, plate reader; activity, % at 10 µM; in the data active = activity above about 50%, passing the limit was not always enough; note: inactives centre near 2
# Rv3671c inh = inhibitors of M. tuberculosis serine protease Rv3671c. AID 2606. inhibition, % at 5.96 µM. 320,000 tested, 0.048% active. P9WHR9; in the data active = inhibition above about 38%;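 note: extracellular domain of Rv3671c used as enzyme; 0% = enzyme with DMSO and 100% = no enzyme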
# CCHFV vOTU inh = blocks the CCHF virus ovarian tumor domain protease; 370,000 tested, 0.55% active; inhibition, % at 11.5 µM; CCHFV vOTU protease, Pep-AMC fluorescence; AID 651958; in the data active = inhibition above about 30%; note: 0% = vehicle wells with enzyme and 100% = no enzyme wells
# PrPC TRFRET = inhibitors of human cell surface prion protein PrPC; TR-FRET read-out; inhibition, % at 13.8 µM; AID 720596; 370,000 tested, 0.43% active; in the data active = inhibition above about 24%; note: 0% = median of the test wells and 100% = reference compound wells
# An asterisk follows results filed as active; i = inactive; / = not tested or not shown; & = joins results of further samples. A portion of the library. The share of hits here may be higher or lower than overall.
SMILES,TcdB GH inh,DUSP3 inh,SSB-PriA inh,Vc quorum ag,MazF activator,SARS 3CLpro inh,Y pestis TopoI,Rv3671c inh,CCHFV vOTU inh,PrPC TRFRET
O=C1CSC(c2ccc([N+](=O)[O-])cc2)N1C1CCCCC1 (configuration not stated),0.7,23,14,i,-7,4,11,5,1,-2
O=C(O)c1cccc(COc2ccc(CO)cc2Cl)c1,-1.6,-2,3,-7.1,-1,/,-9,0,2,6
N#CC(c1nc2ccccc2nc1N1CCCC1)S(=O)(=O)c1cccs1 (configuration not stated),/,21,-9,-0.7,-8,-2,-8,-7,15,-7
Cc1ccccc1C(NC(N)=O)c1ccccc1 (configuration not stated),0.3,0,-13,i,-21,-6,10,-4,/,/
COc1ccc(CNc2oc(COc3ccccc3Cl)nc2C#N)cc1,/,6,-13,/,-22,9,26,-7,7,5
COc1ccc(CC(=O)Nc2cc(S(=O)(=O)N3CCOCC3)ccc2N2CCCC2)c(OC)c1,1.1,/,-2,i,-4,/,14,/,12,3
Cc1ccc2c(c1)C(CCN)C(=O)N2Cc1ccccc1 (configuration not stated),/,21,4,5.0,8,2,0,-3,0,7
O=C(CSc1ccc(F)cc1)Nc1ccc(N2CCOCC2)c(Cl)c1,-1.5,-11,-5,-7.7,3,-1,0,5,0,-1
COc1cc(CO)ccc1OCC(=O)N1CCc2ccccc21,0.5,24,-3,-0.7,-3,-5,6,-5,-5,9
COc1ccc(OCC(=O)Nc2ccc3c(c2)nc(CCN2CCCCC2)n3C)cc1,2.5,14,6,-7.1,9,-4,2,-5,7,1
CCOc1ccc(Cl)cc1-c1cc(C(=O)Nc2ccc(Br)cc2)[nH]n1,0.8,/,/,-5.0,/,/,0,/,5,4
COc1cccc(-c2nc3ccc(N4CCN(C)CC4)cc3[nH]2)c1,4.4,13,0,0.8,13,1,-12,6,-283,12
Cc1ccc(C(=O)Nc2nc3ccccc3[nH]2)cc1,4.0,36,4,-0.6,8,-2,-8,0,7,-3
O=C1CCCC2=C1C(c1ccco1)Nc1ccc(C(=O)c3ccccc3)cc1N2 (configuration not stated),/,6,10,i,16,-2,2,3,8,8
CS(=O)(=O)c1ccc(C(=O)Nc2ccc(N3CCCC3)cc2)c(Cl)c1,0.2,12,13,0.1,3,2,3,2,-10,2
CCc1noc(C)c1C(=O)N(Cc1ccccc1)c1c(N)n(CCOC)c(=O)[nH]c1=O,1.6,/,-7,-0.7,-1,/,4,3,8,0
CCOC(=O)Cn1c(=NC(=O)C2COc3ccccc3O2)sc2cc(S(N)(=O)=O)ccc21 (configuration not stated),1.4,6,-8,2.4,-47,4,11,1,-9,-4
CN(C(=O)COC(=O)c1cc(F)c(F)cc1Cl)c1ccccc1,0.7,65,-15,-0.2,1,-3,-2,-1,3,5
Cc1nc2ccc(NC(=O)c3cccs3)cc2c(=O)n1Cc1ccc(Cl)cc1,/,13,-8,-0.7,-8,-13,4,-106,-15,6
Cn1c(SCC(=O)Nc2cccc(Br)c2)nnc1-c1cc2ccccc2o1,/,0,-5,/,-19,-5,5,-5,-2,-2
O=C(CCS(=O)(=O)c1ccc2c(c1)NC(=O)CS2)NCc1cccs1,-5.6,30,-5,i,-3,1,-6,-5,6,4
CCCOc1ccccc1NC(=O)/C=C/C(N)=O,/,8,6,-0.3,1,-1,3,-5,-10,-8
CCCCNC(=O)N1c2ccccc2CC1C (configuration not stated),0.7,12,-10,i,4,0,-1,-3,-7,10
COC(=O)[C@@H](NC(=O)N1CCN(C(=O)C2COc3ccccc3O2)CC1)C(C)C (some centres not stated),1.2,-2,7,i,5,0,-7,0,15,6
O=C(NCc1cccc(Cl)c1)c1ccc2nc(N3CCOCC3)sc2c1,0.9,13,7,-0.1,7,0,6,-1,2,9
CCOC(=O)c1[nH]c2ccc(OC)cc2c1NC(=O)C(C)N1CCSCC1 (configuration not stated),/,-5,/,/,/,1,/,/,-23,-5
Cc1ccc(NC2CCCN(C(=O)c3cccs3)C2)cc1C (configuration not stated),1.1,15,11,-0.4,-6,0,0,8,5,-6
Cc1cc(C)cc(Oc2ccccc2C=O)c1,/,4,-20,0.6,4,3,-2,5,3,3
COc1ccccc1CNC(=O)CS(=O)Cc1nc(-c2ccc(OC)c(OC)c2)oc1C (configuration not stated),1.0,15,-8,-0.5,4,-4,19,-14,8,4
CCOc1ccccc1N1CCN(C(=O)c2ccc(Cl)c(S(=O)(=O)N3CCCCC3)c2)CC1,-0.1,/,-7,-0.3,0,/,-5,/,2,6
CC1(C(=O)OCC(=O)Nc2ncc(Cl)cc2Cl)CC1(Cl)Cl (configuration not stated),-0.2,/,-1,i,-3,/,3,/,-9,-4
CCc1cc(=O)[nH]c(SCC(=O)Nc2ccc3c(c2)OCCO3)n1,-9.7,/,-2&-11,-0.4,1,/,4,12,14,6
S=c1[nH]nc(-c2ccncc2)n1/N=C/c1ccccc1Cl,0.4,24,/,-0.6,3,-2,4,0,-8,4
COc1ccccc1N1CC(O)=C(c2nc3ccccc3c(=O)[nH]2)C1=N,2.0,2,4,i,6,-3,15,-9,1,3
COc1ccc(CC(=O)NCc2nnc(SCC(=O)Nc3nccs3)n2-c2ccccc2)cc1,1.4,-6,-6,0.3,2,-6,-4,3,0,-1
O=C(NNC(=O)c1ccccc1C(=O)O)c1ccc(O)cc1,0.7,6,-14,-2.0,-2,-6,3,-7,2,-3
O=c1[nH]c(/C=C\c2ccc(O)cc2)nc(O)c1[N+](=O)[O-],16*,8,3,-0.6,3,5,-4,-2,7,-25
Cc1ccsc1/C=N/NC(=O)C(N)=O,0.7,12,/,-0.3,-3,0,0,4,1,-7
COc1cccc(C(=O)N[C@@H](CCSC)c2nc3ccccc3[nH]2)c1,-0.1,-1,-9,i,6,0,-9,-4,8,6
Cc1[nH]c(=O)c(C#N)c(C)c1CCC(=O)NCc1cccc(C(F)(F)F)c1,-8.2,30,-9,i,-12,0,-5,3,7,4
CCOC(=O)c1nnn(-c2nonc2N)c1COc1ccc(F)cc1,/,10,-11,-0.4,5,8,-8,-7,4,-7
O=C(Nc1cccc(F)c1)c1ccc(S(=O)(=O)NCC2CCCO2)cc1 (configuration not stated),/,-4,-2,-3.1,0,2,-5,-9,-4,7
COc1ccc(OCC(O)CNS(=O)(=O)c2cccc(Cl)c2)cc1 (configuration not stated),0.7,-11,-14,-0.6,2,3,-3,4,-5,9
COc1cc(NC(=O)NCc2ccco2)ccc1-c1ccc(NC(=O)NCc2ccco2)cc1OC,0.9,/,-1,-7.1,5,/,-7,/,0,-18
CC1CCCCC12NC(=O)N(CC(=O)N1CCN(S(=O)(=O)Cc3ccccc3)CC1)C2=O (configuration not stated),-0.4,/,-11,0.6,2,/,-1,8,-5,2
O=c1c2c3c(sc2ncn1/N=C/c1cccnc1)CCCC3,1.8,1,/,i,9,0,-10,-3,-2,6
c1ccc(Sc2ccncc2)cc1,0.5,/,/,i,0,/,-2,/,-5,7
O=C(CSc1nnc(C2COc3ccccc3O2)o1)N1CCCC1 (configuration not stated),0.9,31,4,-0.4,7,6,4,4,1,4

# Reformatted as tab-separated lines: entries from further up.
SMILES	TcdB GH inh	DUSP3 inh	SSB-PriA inh	Vc quorum ag	MazF activator	SARS 3CLpro inh	Y pestis TopoI	Rv3671c inh	CCHFV vOTU inh	PrPC TRFRET
O=c1c2c3c(sc2ncn1/N=C/c1cccnc1)CCCC3	1.8	1	/	i	9	0	-10	-3	-2	6
Cc1ccsc1/C=N/NC(=O)C(N)=O	0.7	12	/	-0.3	-3	0	0	4	1	-7

# Next part
SMILES,TcdB GH inh,DUSP3 inh,SSB-PriA inh,Vc quorum ag,MazF activator,SARS 3CLpro inh,Y pestis TopoI,Rv3671c inh,CCHFV vOTU inh,PrPC TRFRET
CC1=NN(C(=O)COc2ccc(C)c(C)c2)C(O)(c2ccc(Cl)cc2)C1 (configuration not stated),/,-4,-16,-0.3,-1,2,0,12,-4,0
COc1ccc(C(=O)N=C2SC3CS(=O)(=O)CC3N2c2ccccc2)cc1OC (configuration not stated),0.0,52*,3,-2.1,3,-6,-2,-6,4,-7
COC(=O)[C@@H](NC(=O)Nc1ccc(OC(F)(F)F)cc1)C(C)C,/,27,-31,-1.7,-20,-1,2,6,5,2
COc1ccc(Br)cc1/C=N/n1c(C)nnc1C,/,-16,/,i,-2,-2,-3,-3,0,-7
CN(C(=O)/C=C/c1ccccc1)C1CCCCC1,0.6,/,-1,i,-6,/,8,3,-4,0
O=c1cc(CN2CCN(S(=O)(=O)c3ccc4ccccc4c3)CC2)nc2sccn12,0.0,12,5,i,-12,0,3,8,-4,0
O=C(Cc1c(F)cccc1Cl)NNC(=O)c1ccc(Br)s1,0.4,/,-1,-0.5,2,/,2,3,-4,6
O=C(c1ccccn1)N1CCCC(N2CCN(c3ccccc3)CC2)C1 (configuration not stated),0.3,13,-11,-0.4,1,-2,-8,-5,12,1
COCc1cc(=O)[nH]c2cc(NC(=O)C(F)(F)F)c(C)cc12,/,-4,-6,i,5,2,-3,0,-48,6
O=C(COc1ccccc1)NCc1ccccc1,/,29,-15,i,-4,2,5,-7,-10,-2
CN(Cc1ccccc1)C(=O)C1CCN(S(=O)(=O)c2cccc3nonc23)CC1,1.4,0,0,0.0,10,0,6,5,7,-26
O=C(CS(=O)(=O)Cc1ccccc1)Nc1nnc(C2CCCCC2)s1,/,7,-9,-0.3,4,3,12,3,0,6
NS(=O)(=O)c1cccc(NC(=O)CSc2nc3nc(-c4cccs4)cc(C(F)(F)F)c3c(=O)[nH]2)c1,-1.1,18,-15,0.7,-6,0,7,-44,-33,4
CC(C)CCOP(=O)(c1ccc(N(C)C)cc1)C(O)c1ccccn1 (configuration not stated),/,21,-4,-0.2,4,11,22,8,-8,3
CN1CCN(C(=O)c2cc(Cl)cc(Cl)c2)CC1,0.1,-16,-5,-0.3,-1,2,-12,-5,2,-2
CCN(CC)C(=O)Oc1ccc2oc(=O)cc(-c3cc4cccc(OC)c4o3)c2c1,1.9,-2,6,0.0,-1,3,19,-29,13,1
Cc1occc1-c1nnc(SCC(N)=O)o1,1.8,22,-6,i,5,2,4,4,-12,5
COc1cc(C(O)c2nc(-c3cccs3)cs2)ccc1F (configuration not stated),0.8,/,/,i,/,/,-7,/,3,-6
CCC(C)(O)C(=O)N[C@H]1CCCN1C(=O)/C=C/c1ccccc1 (some centres not stated),-1.0,/,-8,-0.7,2,/,-12,-2,20,0
CSc1ncccc1C(=O)OCC(=O)N(C)C,0.3,26,-15,-0.2,3,1,8,0,7,-6
O=C(Nc1ccccc1)c1ccc[n+](Cc2ccc([N+](=O)[O-])cc2)c1,/,-5,2,-0.4,15,4,-5,-3,6,-26
CC(C)(CNC(=O)c1ccc(S(=O)(=O)Nc2ccccc2F)cc1)N1CCOCC1,1.8,/,-18,i,0,/,1,-3,-1,2
CC(C)CN(C(=O)CSc1nnnn1-c1ccccc1)c1c(N)n(CC(C)C)c(=O)[nH]c1=O,2.2,17,-5,-0.1,-89,4,49,-1,5,-3
CC(=O)NC1C(=O)N=C(SCC(=O)Nc2sc3c(c2C#N)CCCCCC3)NC1=O (configuration not stated),0.9,14,2,-0.3,5,3,-1,-1,-9,-6
COC(=O)[C@H]1C[C@@H]1[C@H](NC(=O)c1cc(C)on1)c1ccccc1,0.6,9,3,-0.4,6,-3,-5,-8,-4,2

# Look-ups from the results shown.
# Cc1occc1-c1nnc(SCC(N)=O)o1 in TcdB GH inh → 1.8
# CCC(C)(O)C(=O)N[C@H]1CCCN1C(=O)/C=C/c1ccccc1 (some centres not stated) in PrPC TRFRET → 0
# COC(=O)[C@H]1C[C@@H]1[C@H](NC(=O)c1cc(C)on1)c1ccccc1 in SSB-PriA inh → 3
# CC(=O)NC1C(=O)N=C(SCC(=O)Nc2sc3c(c2C#N)CCCCCC3)NC1=O (configuration not stated) in MazF activator → 5
# CCN(CC)C(=O)Oc1ccc2oc(=O)cc(-c3cc4cccc(OC)c4o3)c2c1 in MazF activator → -1
# CSc1ncccc1C(=O)OCC(=O)N(C)C in Y pestis TopoI → 8

# In the list so far, two have a COOH group.
SMILES,TcdB GH inh,DUSP3 inh,SSB-PriA inh,Vc quorum ag,MazF activator,SARS 3CLpro inh,Y pestis TopoI,Rv3671c inh,CCHFV vOTU inh,PrPC TRFRET
O=C(O)c1cccc(COc2ccc(CO)cc2Cl)c1,-1.6,-2,3,-7.1,-1,/,-9,0,2,6
O=C(NNC(=O)c1ccccc1C(=O)O)c1ccc(O)cc1,0.7,6,-14,-2.0,-2,-6,3,-7,2,-3
